Source: PubChem
CHRM4 antagonist: antagonists of human muscarinic M4 receptor (CHRM4). P08173. CHO-hM4 cells, ACh EC80, Fluo-8 calcium fluorescence. inhibition, % at 3 µM. actives 0.73% (n = 360,000);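 active means inhibition above its plate's cutoff, the mean inhibition of sample wells plus 3 SD, cut at about 27% in these data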;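 further: 0% = acetylcholine EC80 with DMSO and 100% = DMSO without agonist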
Target sequence (P08173 whole entry, looked up): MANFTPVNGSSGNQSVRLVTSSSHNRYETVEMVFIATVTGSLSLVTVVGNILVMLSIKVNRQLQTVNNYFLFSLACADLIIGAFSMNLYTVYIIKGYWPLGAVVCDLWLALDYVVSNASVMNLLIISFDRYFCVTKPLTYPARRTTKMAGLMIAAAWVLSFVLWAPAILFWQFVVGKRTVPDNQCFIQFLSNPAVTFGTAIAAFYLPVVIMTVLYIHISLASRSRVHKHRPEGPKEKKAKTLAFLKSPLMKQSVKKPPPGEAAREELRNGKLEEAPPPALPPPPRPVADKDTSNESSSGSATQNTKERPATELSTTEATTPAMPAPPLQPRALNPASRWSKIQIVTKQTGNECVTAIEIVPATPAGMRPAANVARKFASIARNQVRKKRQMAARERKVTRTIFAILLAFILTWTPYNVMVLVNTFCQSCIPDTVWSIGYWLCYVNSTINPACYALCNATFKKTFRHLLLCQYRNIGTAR
CHRM4 PAM: potentiates acetylcholine response at human M4 receptor. CHO-K1 hM4/Gqi5, Fluo-8 calcium fluorescence, ACh EC20; 0% = ACh EC20, 100% = maximal ACh. activation, % at 3 µM. actives 0.4% (n = 360,000);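 active means activation above its plate's cutoff, the mean activation of sample wells plus 3 SD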; further: some results filed as inactive read as strong as hits
M1 PAM: potentiates human M1 receptor response to acetylcholine; P11229; CHO-K1 hM1, Fluo-8 calcium fluorescence, ACh EC20; 0% = ACh EC20, 100% = maximal ACh; activation, % at 3 µM; actives 0.088% (n = 360,000); AID 588819; in the data active means activation above about 19%, passing the limit was not always enough
Target sequence (P11229 whole entry, looked up): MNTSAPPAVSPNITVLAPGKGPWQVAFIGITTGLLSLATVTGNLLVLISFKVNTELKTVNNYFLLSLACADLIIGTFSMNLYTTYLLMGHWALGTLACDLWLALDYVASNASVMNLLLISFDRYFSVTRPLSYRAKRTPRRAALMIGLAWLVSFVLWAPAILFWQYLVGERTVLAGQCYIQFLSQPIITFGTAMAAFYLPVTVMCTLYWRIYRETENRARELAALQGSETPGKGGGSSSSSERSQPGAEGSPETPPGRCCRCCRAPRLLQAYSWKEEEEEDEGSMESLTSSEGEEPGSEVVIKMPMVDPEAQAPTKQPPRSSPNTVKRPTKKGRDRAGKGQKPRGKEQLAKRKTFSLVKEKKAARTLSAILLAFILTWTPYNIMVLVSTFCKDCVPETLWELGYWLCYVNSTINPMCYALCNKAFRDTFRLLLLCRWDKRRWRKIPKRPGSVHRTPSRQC
M4 ag: agonists of human muscarinic M4 receptor (CHRM4). P08173. CHO-K1 hM4/Gqi5, Fluo-8 calcium fluorescence; vehicle 0%, full acetylcholine response 100%. activation, % at 3 µM. actives 0.14% (n = 360,000). AID 624127;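 active means activation above the run mean over all test wells plus 3 SD, cut at about 32% in these data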;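 further: peak over basal fluorescence ratio per well then scaled between controls; 0% = DMSO wells and 100% = acetylcholine at EC100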
M1 antag: human CHRM1 antagonism | P11229 | CHO-K1 hM1, Fluo-8 calcium fluorescence, ACh EC80 antagonist | inhibition, % at 3 µM | actives 1.3% (n = 360,000) | AID 588852;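 active means percent inhibition above its own plate's cutoff, namely the mean of that plate's compound wells plus 3 SD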;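 further: peak over basal fluorescence ratio during 140 s after agonist addition; 0% = ACh EC80 plus DMSO and 100% = DMSO alone without agonist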
CHRM5 antagonist: blocks acetylcholine activation of human M5 receptor; inhibition, % at 3 µM; P08912; AID 624040; actives 0.59% (n = 360,000); CHO-hM5 cells, Fluo-8 calcium fluorescence, ACh EC80;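 active means inhibition above a per-plate cutoff, the mean of that plate's test compounds plus 3 SD, cut at about 27% in these data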;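 further: 0% = acetylcholine EC80 with DMSO and 100% = DMSO without agonist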
M5 PAM: CHRM5 positive allosteric modulation | CHO-K1 hM5, Fluo-8 calcium, ACh EC20 PAM; 0% = ACh EC20, 100% = ACh EC100 | activation, % at 3 µM | actives 0.3% (n = 360,000) | AID 624038;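 active means activation above the run cutoff, the mean activation of all test compounds plus 3 SD, cut at about 18% in these data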
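System: CHO-K1 cell line with stable human muscarinic M5 receptor expression | Also added: EC20 acetylcholine as agonist stimulus | Compound: One concentration, 3 µM final (nominal) | Timing: Fluo-8 loading 80 min at 37 °C plus 30 min room temperature | Measured by: Fluo-8 calcium dye fluorescence, kinetic read | Read-out basis: % activation, ACh-normalized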
M5 ag: agonists of human muscarinic M5 receptor (CHRM5). CHO-K1 hM5 cells, Fluo-8 calcium fluorescence; 0% DMSO wells, 100% maximal acetylcholine response. AID 624037. activation, % at 3 µM. actives 0.19% (n = 360,000);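 active means activation above the run's mean over test compounds plus 3 SD, cut at about 23% in these data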;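 further: signal is peak over basal fluorescence ratio across the kinetic read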
CRFR2-BP ag: CRF-BP/CRF-R2 complex agonism; HEK293 CRF-R2/CRF-BP, calcium dye fluorescence (FLIPR); percent of saturating CRF peptide response; activation, % at 13.2 µM; actives 0.46% (n = 350,000); AID 588473;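 active means activation of at least 50%, plus an integration ratio under a set limit after plate pattern correction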;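 further: plate controls were neutral control wells without compound for no effect and CRF at EC100 for full effect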
Starred values were filed as active, the others as inactive; nt = no result given.

SMILES	CHRM4 antagonist	CHRM4 PAM	M1 PAM	M4 ag	M1 antag	CHRM5 antagonist	M5 PAM	M5 ag	CRFR2-BP ag
Cc1ccc(-n2c(-c3ccco3)nc3c(cnn3-c3ccc(C)cc3)c2=O)cc1	-8	3	16	0	-17	5	-1	1	-0.2
O=C(O)c1cccc(NCc2cccnc2)c1	2	3	11	2	-6	-8	-1	-1	-1.0
CCOc1ccc2cc(C(=O)c3ccccc3)c(=O)oc2c1	-4	17	0	0	1	-1	-3	-3	-0.2
COc1ccc(OC)c(Nc2nc(N)c([N+](=O)[O-])c(NCc3ccccc3)n2)c1	-2	-1	2	1	12	-2	-2	-1	0.5
O=C(C[C@@H]1NS(=O)(=O)OC2CCCCC21)c1ccccc1 (stereo partly specified)	12	-4	1	1	-3	15	1	-6	-0.3
O=C1C(Cl)=C(NC2CCCCC2)C(=O)N1c1ccc(Cl)cc1	5	4	0	0	-8	2	-3	-2	2.7
COc1ccc2nc(SCC(=O)NC(C)c3ccccc3)[nH]c2c1 (stereo unspecified)	25	-2	-2	1	2	-1	-4	3	-1.1
OC(CNCc1ccc(F)cc1)(c1ccc(F)cc1)c1ccc(F)cc1	6	-26	-15	5	2	9	-9	-2	4.5
O=c1c2ccccc2c(=O)n(-c2ccccc2)n1CCCCBr	4	3	15	0	-19	11	-5	-3	-1.2
Cc1ccc(CNC(=O)CN2C(=O)COc3ccc(S(=O)(=O)N4CCC(C)CC4)cc32)o1	-15	5	8	1	-8	-5	4	-2	-0.2
Cc1cccc(Nc2nnc(SCC(=O)NCC3CCCO3)s2)c1C (stereo unspecified)	-3	2	-1	2	1	5	0	4	-2.9
CCc1ccc(NC2=NC(C(=O)NC3CCCCC3)CC(=O)N2)cc1 (stereo unspecified)	4	-1	4	1	-4	14	-4	-5	0.0
Cc1c(C(=O)N2CCCCC2)oc2ccc(Br)cc12	-3	11	11	1	-11	1	3	2	0.2
COCCN(C(=O)c1cccc(N2C(=O)CCC2=O)c1)c1nc(-c2ccc([N+](=O)[O-])cc2)cs1	6	-6	-7	5	12	4	-8	1	2.8
COc1cccc(CCNC(=O)CC2C(=O)NCCN2Cc2ccc(C)o2)c1 (stereo unspecified)	-18	4	1	1	-5	3	0	-5	1.1
C/C(=N/NC(=O)C1CCCN1C(=O)c1ccc([N+](=O)[O-])cc1)c1ccc(Br)cc1 (stereo unspecified)	0	0	11	1	-12	-5	1	-3	0.3
C[C@H](NC(=O)c1[nH]cnc1C(=O)Nc1ccccc1F)c1ccccc1	-9	1	-5	2	8	3	-4	1	1.9
COc1ccc(N2CCN(C(=O)c3cc4cc(Cl)ccc4[nH]3)CC2)cc1	-1	-2	-2	1	-1	-2	1	1	2.9
COc1ccc(CC(=O)OCC(=O)NC2CCCC(C)C2C)cc1 (stereo unspecified)	-3	0	-1	0	-4	12	-2	-1	0.6
CC(=O)c1cc(CC=C(C)C)c(O)cc1O	-9	3	0	0	-8	-4	6	-5	-2.5
CN(CC1CCCN(CCc2cccc(C(F)(F)F)c2)C1)C(=O)c1ccc2nc[nH]c2c1 (stereo unspecified)	41*	-18	-22	0	84*	2	-8	-9	2.4
Cc1noc(C)c1NC(=O)Nc1ccc2c(c1)C(=O)N([C@@H](C)CO)C[C@@H](C)[C@@H](CN(C)Cc1ccc3c(c1)OCO3)O2	7	-3	5	0	-8	12	-4	-2	3.4
COc1ccccc1N=Nc1c(O)[nH]c2ccc(Br)cc12	-4	1	6	1	-3	5	-1	-4	21
COC(=O)CCC(=O)Nc1ccc(S(=O)(=O)N2CCCCCC2)cc1	-15	21	6	1	-7	-7	19*	-1	1.7
COc1ccc(Cc2nnc(N/N=C/c3ccc(Br)cc3)[nH]c2=O)cc1OC	9	-5	-1	0	7	3	6	-8	0.8
CNC(=O)C[C@H]1C(=O)N(C2CCCCC2)C[C@@H]1C	-7	2	4	0	-8	-4	-1	1	-0.3
COc1ccccc1NC(=O)C12CCC(C)(C(=O)C1)C2(C)C (stereo unspecified)	8	-3	7	1	-8	-6	-1	-1	-1.2
CN1C(C(=O)NCc2cccc(C(F)(F)F)c2)CC2Cn3c(nc4cc(Cl)c(Cl)cc43)C21 (stereo unspecified)	-7	-1	2	5	-12	12	0	2	1.8
O=C(Cn1c(=O)n(Cc2ccccc2)c(=O)c2cc(Cl)ccc21)NCC1CCCO1 (stereo unspecified)	0	-11	10	0	-6	9	0	-2	-0.2
CCCCOC(=O)c1cc(-c2ccc(/C=N/n3cnnc3)o2)ccc1Cl	6	3	2	3	8	7	-3	-9	-2.9
CCOc1ccc(NC(=O)CC2C(=O)N(C)C(=S)N2Cc2ccc3c(c2)OCO3)cc1 (stereo unspecified)	8	9	7	4	-1	2	-4	0	0.4
CCOc1cc(C(=O)NN=C2CCCC2)cc(OCC)c1OCC	-11	0	6	0	-9	6	-9	-1	-0.3
COc1cc(C(=O)OCC(=O)N(CC(C)C)C2CCS(=O)(=O)C2)ccc1OCC(C)C (stereo unspecified)	1	-3	0	2	-2	7	-7	1	-0.4
COc1cc(O)ccc1C(=O)CCc1ccc(O)cc1	-9	-2	2	4	-7	5	-6	0	0.2
COc1ccc(S(=O)(=O)N2CCc3ccccc32)cc1C(=O)N1CCOCC1	-13	9	6	1	-9	3	3	-2	-0.9
CCCOc1ccc(/C(O)=C2/C(=O)C(=O)N(CCCn3ccnc3)C2c2ccco2)cc1 (stereo unspecified)	-12	5	0	0	15	-3	0	-7	0.4
COc1ccc(Cl)cc1NC(=O)c1oc(C)nc1C	-15	-10	-4	2	5	-1	-2	2	-1.6
COc1ccccc1-n1c(-c2ccco2)n[nH]c1=S	7	-4	2	0	-1	10	-3	-3	0.1
COc1ccc(NC(=O)C(C)N2c3cccc4cccc(c34)S2(=O)=O)cc1 (stereo unspecified)	-16	-2	-5	2	-2	-7	-5	-3	-0.4
Cc1ccc(NC(=O)c2cc(S(=O)(=O)NCCC3=CCCCC3)ccc2F)cc1	3	-7	6	-2	-2	1	-7	-4	-0.3

Compound profiles (already shown). Order of screens: CHRM4 antagonist	CHRM4 PAM	M1 PAM	M4 ag	M1 antag	CHRM5 antagonist	M5 PAM	M5 ag	CRFR2-BP ag
`COc1ccc(Cc2nnc(N/N=C/c3ccc(Br)cc3)[nH]c2=O)cc1OC` in the list: 9	-5	-1	0	7	3	6	-8	0.8
`CCOc1cc(C(=O)NN=C2CCCC2)cc(OCC)c1OCC` in the list: -11	0	6	0	-9	6	-9	-1	-0.3
`CCCCOC(=O)c1cc(-c2ccc(/C=N/n3cnnc3)o2)ccc1Cl` in the list: 6	3	2	3	8	7	-3	-9	-2.9
`COc1ccccc1N=Nc1c(O)[nH]c2ccc(Br)cc12` in the list: -4	1	6	1	-3	5	-1	-4	21
`CCOc1ccc(NC(=O)CC2C(=O)N(C)C(=S)N2Cc2ccc3c(c2)OCO3)cc1` (stereo unspecified) in the list: 8	9	7	4	-1	2	-4	0	0.4

The listing continues.
SMILES	CHRM4 antagonist	CHRM4 PAM	M1 PAM	M4 ag	M1 antag	CHRM5 antagonist	M5 PAM	M5 ag	CRFR2-BP ag
Cc1nnsc1C(=O)N1CCCC(C(=O)c2ccc(C(F)(F)F)cc2)C1 (stereo unspecified)	-2	2	8	4	-8	-3	8	5	-0.8
CCOC(=O)c1ccc(NC(=O)CCOc2ccccc2)cc1	-6	5	-5	2	4	4	3	-4	0.6
Cc1cc(C)nc(SCC(=O)c2cc3ccccc3oc2=O)n1	1	-5	2	2	-15	-1	0	-2	-0.9
CCn1c(CC(=O)Nc2ccccc2F)nnc1SCC(=O)N1CCN(c2ccccc2)CC1	9	6	2	1	23	-2	1	-1	0.6
O=c1cc(-c2ccc(C3CCCCC3)cc2)[nH][nH]1	9	-5	12	0	-6	9	-1	-3	-1.2
C/C(=N\NC(=O)c1c(C)nc2ccccn12)c1ccco1	4	1	11	0	-9	2	0	-2	-0.7
Cn1c(SCC(=O)N2CCc3ccccc3C2)nnc1-c1ccncc1	2	13	0	1	-4	0	-6	-1	-0.4
Clc1cc2nc(-c3cccnc3Cl)[nH]c2cc1Cl	-9	2	8	5	-11	5	-9	-2	-0.8
CCCCc1cc(=O)oc2cc(OCc3nn[nH]n3)ccc12	-9	3	2	0	-7	8	2	-2	-0.3
O=C(NCC1CCCO1)C(c1ccccn1)N(Cc1ccccc1Cl)C(=O)CN1C(=O)c2ccccc2S1(=O)=O (stereo unspecified)	-6	-6	9	5	-5	2	-7	1	1.2
CN(c1ccccc1)S(=O)(=O)c1cccc(NC(=O)CCNC(=O)c2ccc([N+](=O)[O-])cc2)c1	5	-7	-11	6	8	17	-12	-1	1.4
CCCc1nnc(NC(=O)Cn2c(=O)oc3cc(Br)ccc32)s1	-6	-3	-1	22	0	-3	5	39*	79*
CCOc1ccc(-n2c(SCC(=O)NCc3ccco3)nc3c(c2=O)SCC3)cc1	-5	-2	6	1	-16	-3	-3	-1	-0.8
Cc1nccn1CCC1CCCCN1C(=O)CCc1nnc(-c2ccsc2)o1 (stereo unspecified)	11	2	8	0	-2	-4	3	-6	4.8
COc1ccc(S(=O)(=O)NCCSCc2ccccc2C)cc1Br	12	1	2	0	-2	18	2	-2	-1.1
Cc1ccc2[nH]c(=O)c(CN(Cc3ccco3)S(=O)(=O)c3c(C)ccc4nsnc34)cc2c1	-10	-3	-8	3	7	-1	-3	1	-1.0
COc1cc(O)c2c(=O)c3c(O)c(O)ccc3oc2c1OC	-6	10	-7	2	10	4	-6	-3	-2.4
COC(=O)c1ccsc1NC(=O)CCS(=O)(=O)c1ccccc1	1	-4	2	3	-7	17	-7	0	0.4
C=CCNC(=O)CN1C2CCCC1CC(NC(=O)c1ccccc1C)C2 (stereo unspecified)	3	10	2	1	-12	0	0	-1	-2.2
COc1ccccc1C(=O)NC(=S)Nc1ccc(N2CCOCC2)c(Cl)c1	3	1	13	1	-18	-4	-6	2	-1.4
O=C(Nc1cccn(Cc2cccc(F)c2)c1=O)NC1CCCCC1	1	3	6	2	-14	-5	6	3	-0.3
COc1ccc(CCN2C(=O)CSC2c2cccc([N+](=O)[O-])c2)cc1OC (stereo unspecified)	4	-5	3	2	-14	4	-7	1	4.6
CSc1ccc(-c2nc(CSCC(=O)N3CCOCC3)c(C)o2)cc1	-16	7	-8	5	3	10	-6	1	0.1
Cc1ccc(OCC(=O)Nc2ccc(S(=O)(=O)N(C)C3CCN(C)CC3)cc2)c(C)c1	-1	-1	2	4	-7	2	-3	-6	-1.4
O=C(O)Cn1c(=O)n(Cc2ccccc2)c2ccccc21	5	-3	4	0	-13	-16	-6	2	-2.0
Cc1cc(C)n2nc(SCC(=O)N/N=C/c3ccc(F)cc3)nc2n1	-7	15	14	1	-25	2	-2	1	-1.1
O=C(CCCCC(=O)OC1CCCCC1)OC1CCCCC1	-9	6	19	1	-11	6	-6	3	1.5
CCCCNC(=O)C[C@@H]1C[C@@]2(C(=O)OC)CCCCC=C2N(CCc2ccc(OC)c(OC)c2)C1=O	-3	1	nt	20	nt	3	-9	6	nt
O=C(O)CC12CC3CC(C1)CC(n1ncc(NCc4ccccc4Cl)c(Cl)c1=O)(C3)C2	-4	1	6	0	-9	6	0	-3	3.1
